Bioassay records from PubChem BioAssay.
Dynein cargo inh = dynein cargo transport inhibition; AID 1381; 0.47% of 220,000 active; 3617.4 mouse cells, GR-EGFP nuclear translocation imaging; test concentration mostly 20 µM; stimulated with dexamethasone, 1 µM; hits give low values; z-score, hits read low;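 active means plate z-score of nuclear minus cytoplasmic receptor signal below a set negative limit, without overly bright fluorescence or cell loss, cut at about -3.5 in these data, passing the limit was not always enough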;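 further: z-score of nuclear minus cytoplasmic ring GR-EGFP intensity difference per well; some compounds called inactive have numbers as strong as hits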
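Buffer or medium: tet-free, stripped-serum medium; reagent: dexamethasone at 1.0 µM final, 30 min; incubation: 48 h induction, 1 h compound, 30 min dex at 37 °C; measured by: formaldehyde fixation, Hoechst nuclear stain, 10x automated fluorescence imaging; read-out: nuclear-to-cytoplasmic GR-EGFP distribution per well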
MT stabilize HCS = microtubule stabilization, imaging screen; HeLa tubulin immunostaining HCS, 24 h; share of cells brighter than vehicle mean+2SD; % tubulin-high responders, % at 10 µM; 0.83% of 200,000 active;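 active means plate Z-score above 3 for both tubulin-high and condensed-nucleus cell shares, with cell loss under 80%, at 10 µM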;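 further: anti alpha tubulin signal scored within the nucleus-defined area of each cell; some results filed as inactive read as strong as hits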
ER stress rescue = rescue of cells from ER stress-induced death, primary screen, 384-well, CSM14.1, thapsigargin, ATP luminescence (AID 1222). CSM14.1 thapsigargin-induced death rescue, ATP luminescence; higher % means a stronger effect. cellular ATP content (survival), % at 20 µM; hits with a dose series show EC50 in µM. 190,000 tested, under 10 active;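 active means EC50 below 50 µM in the dose-response confirmation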;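 further: death triggered by thapsigargin at about 15 µM added after 2 h compound pretreatment; cell ATP read after overnight thapsigargin exposure of roughly 18 to 22 hours; normalized against plate controls of thapsigargin alone and 5% DMSO vehicle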
UTI89 phage lysis = inhibition of K1F phage lysis, E. coli UTI89, bacterial capsule biogenesis inhibitors, alamar blue (AID 488966); E. coli UTI89 K1F phage lysis, alamar blue, 2 h; higher % means a stronger effect; inhibition, % at 100 µM; hits with a dose series show IC50 in µM; 0.02% of 340,000 active;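 active means phage lysis inhibition, versus mean bacterial control, above a set limit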;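 further: capsule biogenesis inhibitors block K1F phage lysis so surviving cells raise fluorescence; higher fluorescence means more inhibition of phage lysis; actives were called in the ten point dose series up to 300 µM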
bCat nuc transl = beta-catenin nuclear translocation modulation; HeLa beta-catenin nuclear translocation, immunofluorescence imaging; nuclear translocation activity, % at 5 µM; 0.3% of 190,000 active; AID 1665;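 active means nuclear translocation activity above 50% at 5 µM, with a well cell count of 50 or more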;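 further: per-cell ratio of nuclear to cytoplasmic median beta-catenin stain intensity; plate controls were DMSO negative control for no effect and GSK-3 inhibitor IX positive control for full effect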
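Test system: HeLa cells, endogenous beta-catenin; Compound: single 5 µM dose plus 0.02–20 µM confirmation series; Times: compound exposure 24 h at 37°C; Signal: fluorescence imaging of beta-catenin antibody stain plus DAPI; Read-out: % activation, nuclear-to-cytoplasmic median beta-catenin signal ratio per cell.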
Autophagy HCS = autophagy modulation, high-content screen. calls only at 10 µM (by protocol). 0.98% of 190,000 active. AID 463193. MEF GFP-LC3 puncta imaging; test concentration mostly 10 µM;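 active means percentage of spot-positive cells more than 3 SD above its plate mean, without a fluorescence outlier flag or 80% toxicity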;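 further: spot-positive cell cutoff set from DMSO-treated cells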
Ins promoter up = MIN6 insulin promoter up-regulation | MIN6 insulin promoter-GFP reporter, high-content imaging; hits give high values | z-score at 5 µM | 0.3% of 190,000 active;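 active means z-score above 3 at 5 µM with at least 500 cells counted in the well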
P. falciparum M17LAP = P. falciparum M17LAP inhibitors, primary screen, biochemical, fluorogenic H-Leu-NHMec substrate, 1536-well (AID 1619) | recombinant M17LAP, H-Leu-NHMec fluorogenic kinetic assay; higher % means a stronger effect | inhibition, % at 30 µM, or IC50 in µM where a hit was titrated | 0.38% of 220,000 active;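 active means compound inhibiting the enzyme by more than half at any dose during confirmatory dose-response retesting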;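 further: plate controls were full reaction with DMSO carrier for no effect and no enzyme background for full effect; strong numbers were not always called active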
M1AAP inhibition = P. falciparum M1AAP inhibitors, biochemical, fluorogenic H-Leu-NHMec substrate, 1536-well (AID 1445); recombinant M1AAP, H-Leu-NHMec fluorogenic kinetic assay; higher % means a stronger effect; one-dose inhibition, % at 30 µM; IC50 in µM for titrated hits; 0.42% of 220,000 active;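 active means primary inhibition above the hit cutoff, then over 50% inhibition at one or more dose response concentrations, cut at about 23% in these data, passing the limit was not always enough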;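 further: plate controls were DMSO full reaction for no effect and no enzyme background for full effect; strong numbers were not always called active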
Dynein cargo inh cytoplasmic EGFP = further read-out of Dynein cargo inh, marked with its call; z-score; measured here: cytoplasmic GR-EGFP intensity; hits give high values
Dynein cargo inh nuclear GR-EGFP = further read-out of Dynein cargo inh, marked with its call; z-score; measured here: nuclear GR-EGFP intensity;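 lower value marks the stronger effect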
Dynein cargo inh cell count = recorded beside Dynein cargo inh, whose call it bears; z-score; measured here: cell count per field
Ins promoter up cell count = further read-out of Ins promoter up, marked with its call; cell count; measured here: cytotoxicity, nuclei count;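 total cells summed across four imaged fields per well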
bCat nuc transl cell count 5 µM = also measured in bCat nuc transl; calls as there; cell count; measured here: cell count, cytotoxicity flag
MT stabilize HCS Hoechst-high % = second read-out of MT stabilize HCS, no call of its own (marks repeat the call); % Hoechst-high responders; measured here: nuclear condensation Hoechst responders;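 share of cells brighter than vehicle mean plus two SD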
MT stabilize HCS cytotoxicity % = further read-out of MT stabilize HCS, marked with its call; toxicity, %; measured here: cytotoxicity by cell density;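 0% = mean cell density of plate MIN control wells and 100% = no cells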
Autophagy HCS cell loss 18 h = also measured in Autophagy HCS; calls as there; toxicity, %; measured here: cell loss, nuclei count;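 cell loss after 18 h compound exposure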
The depositor's hits bear a star; i = inactive; . = not tested or not shown; [ ] = dose if it differs, or a comment.

Every second line gives: Dynein cargo inh	Dynein cargo inh cytoplasmic EGFP	Dynein cargo inh nuclear GR-EGFP	Dynein cargo inh cell count	MT stabilize HCS	MT stabilize HCS Hoechst-high %	MT stabilize HCS cytotoxicity %	ER stress rescue	UTI89 phage lysis	bCat nuc transl	bCat nuc transl cell count 5 µM	Autophagy HCS	Autophagy HCS cell loss 18 h	Ins promoter up	Ins promoter up cell count	P. falciparum M17LAP	M1AAP inhibition
> CCn1ncc(Br)c1C(=O)Nc1cccc(F)c1
    -0.99	-0.16	-0.46	0.42	4.1	1.9	5.9	-0.2%	0.2%	-2.4	1054	i	-10	-0.34	1571	-1%	10%
> CCOc1ccccc1-n1nnnc1SCC(=O)NCc1ccco1
    0.76	-0.0089	0.36	-0.44	2.0	1.7	3.9	-1.2%	0.2%	-0.9	1513	i	6	-0.19	1214	-3%	-1%
> Cn1c(CC(=O)NCCO)c(Sc2ccccc2)c2ccccc21
    -0.51	-0.34	-0.5	1.1	4.9	1.8	7.3	-0.1%	1.4%[50 µM]	2.2	1054	i	5	0.03	1314	6%	-2%
> O=c1[nH]c2c(n(C3CCCCC3)c1=O)CCC2
    0.42	-0.19	0.38	-0.59	1.4	1.1	4.1	-0.6%	3.1%	-2.6	989	i	15	0.78	1193	-2%	7%
> COCC(=O)Nc1cc(Cl)c(OC)cc1OC
    -0.93	-0.17	-0.74	1.2	3.8	2.4	12	0.4%	3.6%	1.5	842	i	-10	-0.1	1412	-3%	5%
> CCCCN(CC)Cc1ccc(CNC(=S)Nc2ccccc2F)o1
    -0.41	-0.26	-0.078	0.3	3.3	2.7	8.6	-2.5%	-0.1%	0.7	1176	i	2	0.18	1237	0%	3%
> Cc1ccccc1-c1nc(-c2ccc(NC(=O)c3cccs3)cc2)no1
    0.29	-0.2	-0.13	0.33	1.8	0.4	6.1	-1.1%	0.5%	0.4	1372	i	5	-0.49	1345	4%	3%
> COc1ccccc1C(=O)Nn1c(C2CCC2)nc2ccccc2c1=O
    -0.019	-0.24	0.15	0.31	2.0	1.7	5.5	4.0%	0.7%	-5.7	945	i	-20	-0.13	1288	-5%	28%
> CCc1ccc(C(=O)NNc2ccc(S(N)(=O)=O)cc2)cc1
    -0.48	-0.22	0.16	0.72	.	.	.	.	.	-0.7	1326	.	.	0.4	1139	0%	0%
> Cc1ccc(C(=O)N/N=C\c2ccc[nH]2)cc1[N+](=O)[O-]
    -0.56	-0.2	0.32	0.85	2.7	1.6	8.0	-1.0%	3.4%	0.8	1392	i	-16	2	1516	11%	5%
> CC(C)c1ccc(-c2nnn(CCC(=O)O)n2)cc1
    -0.54	-0.31	-0.35	1.6	3.7	1.5	3.1	-1.2%	-0.1%	-0.4	1351	i	-8	-0.2	1525	19%	2%
> Cc1cc(-c2nnc(-c3ccccc3)c(-c3ccccc3)n2)c(C)o1
    -3.7*	0.47*	-1.6*	-0.48*	4.0	1.7	1.2	0.4%	0.1%	-7.8	956	i	5	-1.6	1395	-3%	-12%
> CCCCN(N=Nc1nonc1OC)c1nonc1OC
    -0.14	-0.14	-0.079	0.5	1.1	1.3	21	-0.3%	-0.2%	6.2	1064	i	-2	0.22	823	-16%	5%
> COc1ccc2c(c1)C1(Nc3ccccc3-c3nc4ccccc4n31)C(=O)N2 (stereo unspecified)
    0.39	-0.25	0.85	-0.84	4.1	1.9	25	-0.3%	0.1%	0.3	988	i	-9	-0.04	1284	-8%	0%
> Cc1cccc(CCNC(=O)CN(C)S(=O)(=O)c2ccc3c(c2)c(=O)n(C)c(=O)n3C)c1
    -1.8	0.67	-0.85	0.55	2.5	2.8	4.5	3.5%	0.6%	.	.	i	-5	-0.06	943	-7%	1%
> CN(C)C=Nc1ccc2nn(-c3ccccc3)nc2c1
    0.35	-0.19	0.59	-1.3	11	3.0	10	-1.0%	-0.2%	3.6	1139	i	-14	3.1*	1394*	-202%	11%
> Cc1c(F)cccc1NC(=O)CCCCCC1NC(=O)NC1C (stereo unspecified)
    -0.37	-0.25	-0.12	0.3	1.5	0.8	7.1	0.8%	-0.3%	-1.2	1024	i	-23	0.08	1175	13%	0%
> O=C(Nc1ccc(Cl)c(C(F)(F)F)c1)C(=O)N1CCCCC1
    1.1	-0.027	0.38	-0.76	3.1	2.3	5.5	-0.9%	-2.5%	-2.0	1200	i	11	-0.18	1518	18%	3%
> COC(=O)c1ccc(CSc2nc3sc(C(=O)O)c(C)c3c(=O)[nH]2)cc1
    -0.068	-0.26	-0.038	0.37	3.8	2.0	3.5	-0.9%	.	-4.7	1110	i	-38	0.78	1610	7%	7%
> CCOC(=O)c1ccc(S(=O)(=O)N2CCN(C(C)=O)CC2)cc1
    1.4	-0.36	0.49	-0.97	2.1	1.6	6.6	-0.2%	1.1%	5.1	892	i	-2	-0.35	1184	1%	3%
> CSc1ccccc1C(=O)NCc1ccc(S(N)(=O)=O)cc1
    0.97	-0.12	0.74	-0.51	2.2	2.4	7.4	-1.8%	0.4%	.	.	i	0	0.35	1010	-5%	0%
> CCOc1ccc(CN(CCO)CCO)cc1C(=O)OC
    -0.31	-0.11	0.018	-0.55	3.2	1.8	6.3	-0.1%	0.9%	-2.7	946	i	-4	0.53	1518	-1%	-1%
> COc1cccc(CNCC(=O)Nc2ccc(N3CCOCC3)cc2)c1
    -0.55	-0.27	-0.13	0.83	3.1	1.8	7.1	0.3%	-0.1%	1.0	1495	i	7	-0.15	1487	-1%	1%
> COc1ccc(-n2c(C)nc3sc4c(c3c2=O)CCCC4)cc1
    -0.41	-0.27	0.066	0.38	3.9	3.2	6.3	1.5%	.	0.0	859	i	-1	1.2	1142	-5%	11%
> Cc1ccc(S(=O)(=O)N(C)c2ccc(C(=O)N3CCc4ccccc4C3)cc2)cc1
    -0.024	-0.21	0.14	0.48	1.6	1.3	12	0.1%	-0.2%	0.9	1575	i	12	0.2	1447	-1%	5%
> CCNC(=O)/N=C1/NC(=O)C(C(C)C)O1 (stereo unspecified)
    -0.036	-0.24	0.12	0.33	1.5	2.0	5.5	0.3%	0.1%	0.9	1413	i	-9	-0.07	1582	-7%	3%
> O=C(Nc1cccc(Cl)c1Cl)c1ccncc1
    -0.37	-0.16	-0.24	0.23	1.5	0.9	6.8	-0.2%	1.5%	0.8	1163	i	-3	0.69	909	-1%	4%
> NC(=O)c1ccccc1NS(=O)(=O)Cc1ccc(Cl)cc1
    -0.28	-0.28	0.36	-0.31	2.5	1.8	23	-2.6%	4.3%	.	.	i	2	0.22	1278	4%	7%
> Cc1nc(SCC(=O)Nc2ccc3c(c2)OCCO3)nc(C)c1C
    -0.37	-0.3	-0.17	0.15	4.3	1.4	5.6	-0.6%	-0.2%	-5.1	1079	i	1	1.1	1519	44µM*	7%
> COc1ccc(/C=N/NC(=O)c2ccncc2)c(C(=O)O)c1OC
    -0.56	-0.1	-0.15	0.13	.	.	.	.	1.0%	0.2	1350	.	.	0.5	1091	27%	9%
> Cc1ccccc1OCc1nc2c3c(ncn2n1)-c1ccccc1CC31CCCC1
    1.8	-0.085	1.1	-1.1	5.7	1.5	3.1	-6.3%	0.4%[50 µM]	0.9	938	i	7	0.09	2223	-1%	3%
> Cc1ccccc1CC1(CO)CCCN(C(=O)c2ccccc2Cl)C1 (stereo unspecified)
    -0.72	-0.083	-0.078	0.68	1.8	2.4	7.1	3.0%	0.3%	0.3	1490	i	1	.	.	1%	2%
> NC(=O)C1CCN(CCC(=O)Nc2ccc(Br)cc2)CC1
    -0.9	-0.51	-0.51	1	2.8	2.6	13	0.0%	1.1%	-2.7	1092	i	7	.	.	-1%	7%
> CCCOc1ccc(-c2cc(C(=O)NCC3CCCO3)c3ccccc3n2)cc1 (stereo unspecified)
    0.46	0.041	0.25	0.29	3.0	1.6	6.9	-3.2%	0.1%	2.0	1114	i	0	-0.41	1488	-7%	13%
> O=C1CC(C(=O)NC2CCCCC2)C(c2ccccc2)O1 (stereo unspecified)
    -0.63	-0.23	0.19	0.59	3.2	1.6	8.9	.	-0.2%	-0.2	999	i	5	2.5	1157	11%	-3%
> C=CCc1cccc(/C=N/NC(=O)CNc2ccccc2)c1O
    0.39	-0.24	0.63	0.61	2.6	1.3	3.5	0.5%	0.3%	5.1	1083	i	9	-0.11	1135	7%	16%
> COC(=O)c1cc2ccccc2c(=O)s1
    -0.73	-0.25	-0.034	0.42	5.5	0.8	0.5	-2.7%	0.7%	-1.1	1062	i	22	0.46	1609	4%	11%
> COc1ccc(CC(=O)NNC(=O)CSc2ccc(C)cc2)cc1
    0.4	0.15	0.9	-0.31	4.8	3.4	8.3	-0.6%	0.3%	-0.4	985	i	2	0.26	1521	2%	13%

Random draw from the library. About 2.9% of those tested had a hit in this group.
